Screening results deposited in PubChem by Sanford-Burnham Center for Chemical Genomics.
TAG inh – inhibitors of triacylglycerol accumulation, primary screen, cell-based, uHTS, fluorescence, H9c2; H9c2 cells, Nile Red lipid (TAG) fluorescence; cells loaded with 200 µM oleic acid; inhibition, % at 12.5 µM; actives 0.66% (n = 230,000); AID 651582, 2012;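 active means pattern-corrected inhibition of lipid staining of at least 50% with the nuclear-stain viability signal not falling by more than 50%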;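 further: 0% = DMSO wells and 100% = triacsin C control wells; some results filed as inactive read as strong as hits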
TAG inh DAPI viability – second read-out of TAG inh, no call of its own (marks repeat the call); DAPI nuclei signal change (viability), lower = more cytotoxic, %;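 whole-well DAPI fluorescence read on a plate reader as a viability signal; minus 50 percent equals half of cells still viable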
The depositor's hits bear a star.

SMILES	TAG inh	TAG inh DAPI viability
COc1cc(C(O)c2nc(-c3ccc4ccccc4c3)cs2)ccc1F (stereo not given)	-29	2
CNC(=S)Nc1cc(C)ccc1OC(F)F	-5	5
O=C(NCc1cccnc1)C(=O)N/N=C/c1ccc([N+](=O)[O-])cc1	8	-1
CC(C)c1cc(C(N)=O)c(NC(=O)c2cccc(COc3ccc(Cl)cc3)c2)s1	5	12
CCN(CC)S(=O)(=O)c1ccc(N2CCOCC2)c(NC(=O)COc2ccc(Cl)cc2)c1	10	-2
CC(CCc1ccccc1)NC(=O)CC(C)c1ccccc1 (stereo not given)	-9	0
CC1CCCCC12NC(=O)N(CC(=O)N1CCN(S(=O)(=O)c3ccc4c(c3)CCC4)CC1)C2=O (stereo not given)	-1	-6
C=CCn1c(SCC(=O)NC2CCCC2)nc2c([nH]c3ccccc32)c1=O	25	-28
CCc1nnc(NC(=O)CSc2nnnn2-c2cccc(C(=O)OC)c2)s1	3	-1
COc1ccc(S(=O)(=O)N2CCOCC2)cc1NC(=O)CSc1ncnc2ccccc12	-4	-6
CNS(=O)(=O)c1ccc(CNC[C@H]2O[C@@H](n3cnc(C(N)=O)n3)[C@H](O)[C@@H]2O)cc1	3	-6
Cc1cc(=O)[nH]c(Sc2c(-c3ccccc3)c3ccccc3[nH]c2=O)n1	5	1
CCN(Cc1ccccc1)C(=O)COC(=O)CNC(=O)c1ccc(C)s1	-8	6
CCOc1ccc(NC(=O)CN(C)c2nnnn2-c2ccccc2)cc1OCC	17	-12
O=C(O)/C=C/C(=O)c1ccc(O)cc1	1	-3
Cc1cc(=O)[nH]c(-c2ccc(Cl)cc2)n1	12	-2
NC(=O)c1cc(-c2ccccc2)sc1NC(=O)Cc1ccc(S(=O)(=O)N2CCOCC2)s1	30	-12
CN1CCCC(CN2c3ccccc3Sc3ccccc32)C1 (stereo not given)	39	-15
CC/C=C\C/C=C\C/C=C\CCCCCCCC(=O)O	6	8
CCN(CC)C(=O)C(=O)c1cn(CCOc2ccccc2)c2ccccc12	-12	3
CCN1C(=O)[C@H]2[C@@H](c3ccccc3)N[C@]3(CCCN(Cc4ccc(C)cc4)C3=O)[C@H]2C1=O	-14	11
Cc1c(C(=O)OC/C(O)=C(\C#N)c2nc3ccccc3[nH]2)oc2ccc(Br)cc12	8	-3
Cc1ccc2c(c1)C(=C(C#N)C#N)C(=O)N2CCN1CCCCC1	22	-3
CN(C(=O)c1ccc(NC(=O)Cc2ccc(NC(=O)C3CCN(C(=O)CCc4ccccc4)CC3)cc2)cc1)C1CC1	-15	7
Cc1cc(N=Nc2ccccc2)c(NCC(O)C(O)C(O)CO)cc1C (stereo not given)	22	7

Going on with the list:
SMILES	TAG inh	TAG inh DAPI viability
Cc1nc(N)sc1-c1csc(Nc2ccccc2)n1	12	12
CCOC(=O)c1sc(NNC(=O)c2ccc(C)cc2)nc1C	13	-8
CC(=O)C(Sc1nc(N2CCOCC2)nc(N2CCOCC2)n1)C(=O)Nc1ccccc1 (stereo not given)	7	-8
CCOc1ccc(S(=O)(=O)N(CC)CC)cc1NC(=O)CSCc1c(C)noc1C	-2	-6
O=C(Nc1cccc(/C=C/c2nc3ccccc3c(=O)[nH]2)c1)c1ccccc1Cl	13	4
COc1cccc(NC(=S)N(CCN(C)C)C(C)c2ccco2)c1 (stereo not given)	0	2
CC1CN(C(=O)C(C)Sc2nc3ccccc3s2)CC(C)O1 (stereo not given)	-24	7
N#Cc1ccc(S(=O)(=O)N2CCC(C(=O)Nc3cccc(C(=O)NC4CC4)c3)CC2)cc1	-13	5
CC(C)c1ccc(N(CC(=O)NCc2ccc(F)cc2)C(=O)c2csnn2)cc1	-1	-6
COc1ccccc1OCC(=O)Nc1ccccc1C(=O)N1CCCCC1	-7	1
CC(=O)NC1C(=O)Nc2c(C)cc(C)cc21 (stereo not given)	-4	11
N#Cc1ccc(OCC(=O)NCC(c2cccs2)N2CCOCC2)cc1 (stereo not given)	1	11
O=c1[nH]n2cc(-n3cc([N+](=O)[O-])cn3)cnc2c1Br	1	-12
CC(C(=O)N1CCCC1)N(c1ccccc1)S(C)(=O)=O (stereo not given)	9	-15
CCOC(=O)N1CCN(C(=O)COC(=O)c2cc(C)ccc2C)CC1	-12	-11
CCOC(=O)CSc1nnc(NC(=O)c2ccc3c(c2)OCO3)s1	-3	2
CN1/C(=C\C(=S)NC(=O)c2cccc(Br)c2)C(C)(C)c2ccccc21	-44	1
COc1ccc(-c2nc3nc(SC)nn3cc2C)cc1F	11	-1
O=C(Nc1ccc(Cl)cc1[N+](=O)[O-])c1ccc2c(c1)OCCO2	-2	-4
O=C(Nc1ccc(C(=O)N2CCOCC2)cc1)c1cccc(Br)c1	16	1
CCc1ccc2oc(-c3ccc(OC)cc3)cc(=Nc3c(C)n(C)n(-c4ccccc4)c3=O)c2c1	-6	64
Cc1cc(NC(=O)c2ccccc2)ncc1NC(=O)c1ccco1	4	-4
Cc1nc(C(F)(F)F)ccc1C(=O)N1CCC1(C)C(=O)NS(=O)(=O)c1ccc(Cl)cc1 (stereo not given)	27	-18
CSc1nnc(-c2sc3cc(C(F)(F)F)cnc3c2-c2cccnc2)n1C	11	7
NC(=O)c1ccc(NC(=O)CN2CCN(S(=O)(=O)c3ccc4c(c3)OCCO4)CC2)cc1	8	1

Additional entries follow:
SMILES	TAG inh	TAG inh DAPI viability
CCOc1ccc2[nH]c(=O)c(C(c3nnnn3CC3CCCO3)N3CCc4ccccc4C3)cc2c1 (stereo not given)	-15	7
COc1ccc(C(=O)c2c3ccc(C(F)(F)F)cc3[n+]([O-])n2CCCC(N)=O)cc1	-30	6
C=CCSc1nc2c(c(C3CC=CCC3)c1C#N)CCC2 (stereo not given)	4	6
Cc1cc(N=Nc2ccc(Cl)cc2)cc(CN2CCCC2)c1O	24	-7
CCCCCN(C(=O)CCC(=O)OCCOc1ccc(OC)cc1)c1c(N)n(CCCC)c(=O)[nH]c1=O	-19	8
O=C(NCC1COc2ccccc2O1)c1ccc(F)c(S(=O)(=O)N2CCOCC2)c1 (stereo not given)	9	-13
CCN(CC(=O)Nc1cc(Cl)ccc1C)C(=O)C1CC(=O)N(Cc2ccccc2)C1 (stereo not given)	-7	-3
CC(=O)Nc1ccc(Nc2nc(Cl)nc(Nc3ccc(NC(C)=O)cc3)n2)cc1	8	1
COc1ccc2ccc(O)c(CN3CCN(S(=O)(=O)c4cccc(C(F)(F)F)c4)CC3)c2c1	11	-2
COc1ccc(OC)c(NC(=O)CSc2nnc(Cn3c(=O)sc4ccccc43)n2C)c1	36	-2
CCOC(=O)C1CCN(C(=O)COC(=O)CNS(=O)(=O)c2ccc(SC)c([N+](=O)[O-])c2)CC1	2	0
O=C(Nc1nccs1)C1Cc2ccccc2CN1S(=O)(=O)c1ccc(F)cc1 (stereo not given)	-11	-23
Cc1sc2ncn(CCC(=O)O)c(=O)c2c1C	15	-9
Cc1cccc(N/N=C2/COC(C)(C)CC2=O)c1	-5	2
CC(=O)c1c(C)[nH]c(C(=O)COC(=O)c2c(-c3ccccc3)noc2C)c1C	-7	9
N#CC1(C#N)C(C(=O)C23CC4CC(CC(C4)C2)C3)C12CCOCC2 (stereo not given)	7	-7
Nc1ccc2c(c1)C(=O)C(=O)c1ccccc1-2	113	-64
O=C(NCCC1=CCCCC1)c1ccc([N+](=O)[O-])cc1	-8	7
COc1ccc(-c2ccc(-c3noc(-c4ccccc4OC)n3)c(OC)n2)cc1	-5	13
COc1cc(C2SCC(=O)N2CCN2CCCCC2)ccc1O (stereo not given)	5	-5
COCC(C)NCc1cccc(OC)c1OC (stereo not given)	10	-17
COc1ccccc1N1CCN(C(=O)CCCn2c(=S)[nH]c3ccccc3c2=O)CC1	-1	-3
COc1cc(CCC(=O)NC2(C)CCS(=O)(=O)C2)cc(OC)c1OC (stereo not given)	21	1
O=C(NCC(O)c1ccc([N+](=O)[O-])cc1)C1=COCCO1 (stereo not given)	7	-2
O=C(COC(=O)/C=C/c1ccccc1[N+](=O)[O-])NCC1CCCO1 (stereo not given)	-1	-1

As entered above:
`Cc1cc(N=Nc2ccccc2)c(NCC(O)C(O)C(O)CO)cc1C` (stereo not given) in TAG inh is listed with 22
`CCOC(=O)c1sc(NNC(=O)c2ccc(C)cc2)nc1C` in TAG inh DAPI viability is listed with -8

(listing goes on)
SMILES	TAG inh	TAG inh DAPI viability
NC1=NC[C@@H](Cc2ccc(O)cc2)N1CCCCC1CCCCC1	-30	16
O=C(CC1C(=O)NCCN1C(=O)Nc1ccc(F)cc1F)Nc1cc(Cl)ccc1Cl (stereo not given)	9	-3
O=C1CCCc2c1cc(C(=O)NCc1ccco1)c(=O)n2-c1ccc(Cl)cc1	4	-8
O=C(COC(=O)c1ccco1)Nc1cccc(S(=O)(=O)N2CCOCC2)c1	2	3
CCCCn1c(=O)[nH]c2nc3cc(NC(C)=O)ccc3nc2c1=O	6	14
CCc1cccc(CC)c1N1C(=O)COCC1=O	11	-5
O=C(CSc1nnc2c(n1)[nH]c1ccc(F)cc12)N1CCOCC1	11	-4
Nc1ccc2nc(SCC(=O)N3CCOCC3)sc2c1	-1	-9
CCC(CO)Nc1ccn2nc(-c3cccc(Cl)c3)cc2n1 (stereo not given)	11	16
CCC(=O)Nc1ccc(NC(=O)CSc2nnnn2CC)cc1C	-3	-9
CC(C)Cc1cc(C(C)(C)C)ccc1OC(=S)N(C)C	15	-2
Cc1cc(C)nc(NCCO)n1	2	-7
CCCc1nc2c(o1)CC(CC(C)SCC)CC2=O (stereo not given)	0	-3
COc1ccc(/C=N/n2c(-c3ccco3)nc3ccccc3c2=O)cc1	-223	-6
COc1ccccc1NC(=O)CSc1nnc(CC(=O)Nc2ccccc2)n1C	22	-7
CCOC(=O)Cn1c(-c2nonc2NC(=O)c2ccccc2F)nc2ccccc21	-16	4
NS(=O)(=O)c1ccc(CCNC(=O)C2CCCO2)cc1 (stereo not given)	2	3
Cc1ccccc1OCC(=O)OCC(=O)NCC1CCCCC1	6	4
COc1ccc(CCNC(=O)c2ccc(N(C)S(=O)(=O)c3ccccc3)cc2)cc1	-8	1
CCS(=O)(=O)n1nc(-c2ccc(OC)cc2)nc1SC	-21	-11
CCn1c(SCC(=O)N2CCCc3ccccc32)nnc1-c1c[nH]c2ccccc12	-7	-7
C=C(Cl)COc1ccc2c(CCCC)cc(=O)oc2c1	1	-6
Cc1cc(C)c(C#N)c(SCc2nc3ccccc3[nH]2)n1	-5	12
O=C(CN1C(=O)CC(c2ccccc2)=Nc2ccccc21)NCc1ccccc1	25	-5
O=C(CNc1cccc([N+](=O)[O-])c1)NC(=O)NC1CCCCC1	7	-5

7 of the compounds above, with two lines to a compound:
Values in the order: TAG inh, TAG inh DAPI viability
- CC(C)Cc1cc(C(C)(C)C)ccc1OC(=S)N(C)C
→ 15, -2
- Cc1cc(C)nc(NCCO)n1
→ 2, -7
- CCCc1nc2c(o1)CC(CC(C)SCC)CC2=O (stereo not given)
→ 0, -3
- COc1ccc(/C=N/n2c(-c3ccco3)nc3ccccc3c2=O)cc1
→ -223, -6
- COc1ccccc1NC(=O)CSc1nnc(CC(=O)Nc2ccccc2)n1C
→ 22, -7
- CCOC(=O)Cn1c(-c2nonc2NC(=O)c2ccccc2F)nc2ccccc21
→ -16, 4
- NS(=O)(=O)c1ccc(CCNC(=O)C2CCCO2)cc1 (stereo not given)
→ 2, 3

(more compounds)
SMILES	TAG inh	TAG inh DAPI viability
Cc1cccc(NC(=O)c2cnn(-c3ccc(F)cc3)c2C2CCNCC2)c1C	30	-15
c1ccc(COc2cncc(-c3cccnc3)c2)cc1	-3	-2
Cn1nc(C(F)(F)F)c(-c2ccc(Br)cc2)c1NC(=O)C1CCC1C(=O)O (stereo not given)	4	6
Cc1cc(C(C)(C)C)ccc1OCCn1ccnc1	0	27
CCC(C)NCC(=O)Nc1sc2c(c1C(N)=O)CCC2 (stereo not given)	-6	-3
Cc1cc2[nH]c3c(c[n+](C)c4ccccc34)c2cc1C	127*	-37*
OCCN1CCN(C(=S)c2ccc(-c3ccccc3)cc2)CC1	-25	0
C=CCON1C(=O)C(=O)N(OCC=C)[C@H]2CCCC[C@H]21	-3	5
C#CC(CC)(CC)NC(=S)Nc1cccc(C(C)=O)c1	9	0
O=C(c1ccco1)N1CCC(n2nnc3ccccc32)CC1	6	2
CC(OC(=O)C1CCCCC1)C(=O)Nc1cccc(Cl)c1 (stereo not given)	-22	6
O=C(Nc1nc(-c2cc(F)ccc2F)cs1)C1=NN(c2ccccc2)C(=O)CC1	7	3
N#CC(c1ccccc1)c1ccc2c(C(F)(F)F)cc(C(F)(F)F)nc2n1 (stereo not given)	8	1
C[C@H]1CN([C@@H](C)CO)S(=O)(=O)c2ccc(Br)cc2O[C@H]1CN(C)Cc1ccc(F)cc1	-8	4
COC(=O)c1cc(S(=O)(=O)N2CCCCC2)ccc1N1CCOCC1	11	5
COc1ccc(CCNC(=O)C2CC(=O)N(c3ccc(C(C)(C)C)cc3)C2)cc1OC (stereo not given)	5	18
CCN1C(=O)[C@H]2[C@@H](c3ccc(-c4ccc5c(c4)OCO5)c(OC)c3)N[C@@](Cc3ccccc3)(C(=O)OC)[C@H]2C1=O	-17	7
CCCCC1C(C#N)=C(C)NC2=C1C(=O)CC(C)(C)C2 (stereo not given)	-7	-3
Cc1ccccc1N1C(S)=C(C#N)C(=O)NC1c1ccco1 (stereo not given)	5	2

A portion of the library; rates above refer to the full screens.
